TRPV1 agonist = activates the human vanilloid receptor TRPV1; activation, % at 8.33 µM; TRPV1-expressing cells, Fluo-8 calcium influx, agonist mode; 320,000 tested, 0.19% active; Q8NER1; in the data active = activation above about 80%; inconclusive = between about 30% and that limit; note: 0% is about no effect
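Cells expressing TRPV1 were dye-loaded with Fluo-8 and read kinetically: 10 s baseline, 3 min after compound (agonist portion), then 2 min after EC20 capsaicin (allosteric enhancer portion). Calcium-bound dye fluorescence at 480/520 nm.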
p53 reactivation = re-activators of mutant p53. H1299 p53-A138V BP100-luciferase reporter, luminescence, 24 h. Potency, µM (series often up to 92.2 µM), inactives show at the highest dose activity change, positive = activation, most hits filed as activators. 320,000 tested, 0.063% active; note: potency is the fitted concentration of half-maximal effect; % of control where 0% means no effect; nearly all actives have a fitted effect of over 45% in size
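p53-null H1299 cells stably carrying temperature-sensitive p53-A138V and a BP100-luciferase reporter were pinned with compounds (4-point, 1:5 series) and held 24 hrs at 37 deg C. Luminescence was read 10 min after detection reagent.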
AT treatment = potential ataxia-telangiectasia treatment; […] A-T fibroblasts, KAP-1 phosphorylation AlphaLISA; neocarzinostatin DNA damage 30 min before lysis; Potency, µM (titrated, usually from 57.5 µM), for the others: top-dose activation, usual class: activators; 320,000 tested, 0.19% active; AID 485349; note: potency is the fitted concentration of half-maximal effect; % of control where 0% means no effect; nearly all actives have a fitted effect of over 45% in size
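hTERT-immortalized A-T patient fibroblasts ([…]), 500 cells/well in OPTI-MEM, 1% FBS, got compounds for 60 min, then NCS for 30 min at 37C. Lysates were then assayed for phospho-KAP-1 by AlphaLISA (anti-pKAP1 donor, anti-KAP1 acceptor beads), 6 hr at 25C.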
TSG101-PTAP inh = blocks PTAP/TSG101 interaction to inhibit HIV-1 budding | Q99816 | Fluorescence polarization, FITC-PTAP peptide / Tsg101 binding | Potency, µM (top dose mostly 115 µM), inactives show at the top dose activity change, negative = inhibition, actives largely listed as inhibitors | 340,000 tested, under 10 active | AID 493005; active = well fitted inhibition curve with a large enough effect in the main read-out, with a control signal flat, not every such curve was filed as active; inconclusive = small, poorly fitted or top-dose-only effect, or effect the other way, or a change in a side signal; inactive = no such curve, though single readings can be large or run the other way; note: potency is the fitted concentration of half-maximal effect; % of control where 0% means no effect
Target sequence (Q99816 whole entry, looked up): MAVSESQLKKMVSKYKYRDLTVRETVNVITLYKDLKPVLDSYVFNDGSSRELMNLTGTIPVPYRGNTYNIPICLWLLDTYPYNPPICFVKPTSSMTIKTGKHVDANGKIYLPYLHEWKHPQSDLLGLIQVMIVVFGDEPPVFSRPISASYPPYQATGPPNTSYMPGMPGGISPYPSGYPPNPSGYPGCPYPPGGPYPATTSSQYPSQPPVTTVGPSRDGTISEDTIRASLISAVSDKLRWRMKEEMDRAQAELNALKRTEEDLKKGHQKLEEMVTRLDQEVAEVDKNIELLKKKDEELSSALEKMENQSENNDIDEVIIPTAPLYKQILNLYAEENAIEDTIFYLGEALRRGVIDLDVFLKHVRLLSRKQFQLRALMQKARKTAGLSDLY
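Fluorescence anisotropy tracks displacement of a FITC-tagged PTAP peptide (50 nM) from the Tsg101 binding domain (10 uM), following a 20 min room-temperature incubation at pH 7.5.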
ELG1 DNA repair = blocks ELG1-dependent DNA repair in HEK293T cells | HEK293T ELG1-luciferase reporter, luminescence, 16 h; DNA damage induced by 5-fluorouridine | Potency, µM (doses to about 46.1 µM), for inactives: top-dose activity change, negative = inhibition, actives largely listed as inhibitors | 330,000 tested, 2.3% active; note: potency is the fitted concentration of half-maximal effect; % is set by controls: 0 for no effect and ±100 for the full control effect; nearly all actives have a fitted effect of over 55% in size
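In this reporter screen, reduction of luminescence relative to DMSO vehicle indicated activity. Compounds and 5-fluorouridine were added together to 2,000 cells per well, incubated for 16 hr at 37 °C, then developed with ONE-Glo.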
B2AR arrestin = agonists driving beta-arrestin recruitment to human beta2-adrenergic receptor. P07550. beta-arrestin recruitment to beta2AR, cell-based reporter. Potency, µM (top dose mostly 46.1 µM), for the others: top-dose activation, usual class: activators. 330,000 tested, 0.02% active. AID 492947;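 note: potency is the fitted concentration of half-maximal effect; 0% = DMSO controls and full agonism = EC100 isoproterenol or metaproterenol; nearly all actives have a fitted effect of over 65% in size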
Target sequence (P07550 whole entry, looked up): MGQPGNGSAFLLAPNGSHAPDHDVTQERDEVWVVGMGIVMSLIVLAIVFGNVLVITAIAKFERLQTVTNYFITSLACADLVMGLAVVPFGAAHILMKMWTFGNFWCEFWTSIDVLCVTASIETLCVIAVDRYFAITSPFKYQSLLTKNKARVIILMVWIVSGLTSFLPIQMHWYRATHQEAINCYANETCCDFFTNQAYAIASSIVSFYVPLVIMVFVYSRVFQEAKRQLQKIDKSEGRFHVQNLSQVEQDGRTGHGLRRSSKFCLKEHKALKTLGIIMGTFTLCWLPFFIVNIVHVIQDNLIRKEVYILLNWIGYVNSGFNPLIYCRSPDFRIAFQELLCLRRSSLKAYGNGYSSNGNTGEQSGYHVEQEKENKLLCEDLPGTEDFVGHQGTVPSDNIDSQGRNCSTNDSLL
MLL CXXC-DNA inh = blocks binding of human MLL CXXC domain to DNA. Potency, µM (highest dose often 115 µM), without a hit: at the highest dose activity change, negative = inhibition, most hits filed as inhibitors. MLL-CXXC / FITC-HOXA9 DNA fluorescence polarization. AID 2662. Q03164. 290,000 tested, 0.037% active; active = well fitted inhibition curve with a large enough effect in the polarisation, with a control signal flat, not every such curve was filed as active; inconclusive = small, poorly fitted or top-dose-only effect, or effect the other way, or a change in a side signal; inactive = no such curve, though single readings can be large or run the other way; the % refers to the polarisation; note: potency is the fitted concentration of half-maximal effect
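Purified MLL-CXXC (added from a 7 uM solution) was preincubated 5 min at ambient with pinned compounds in 50 mM Tris-HCl pH 7.5, 50 mM NaCl, 1 mM DTT, 0.05% BSA. Fluorescein-labeled HOX-A9 DNA (50 nM solution) followed, 30 min, then polarization read.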
a7 integrin act = activates integrin-mediated alleviation for muscular dystrophy | alpha7betagal myoblasts, beta-gal FDG fluorescence, 48 h | Potency, µM (top dose mostly 38.3 µM), without a hit: at the top dose activation, usual class: activators | 350,000 tested, 0.064% active | AID 624291;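 note: potency is the fitted concentration of half-maximal effect; 100% = response of the positive control SU9516; nearly all actives have a fitted effect of over 60% in size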
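alpha7betagal+/- myoblasts (passage 13, 250/well) treated 48 h at 37C with compounds at 1:260 dilution of DMSO stock. Lysed, then beta-galactosidase activity read as FDG fluorescence (ex 480/em 540) after 30 min, with pre-read for autofluorescence.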
BRCA1 expr act = BRCA1 expression activation; MCF7-BRCA1-FFLuc reporter, luminescence, 48 h; response scale: scaled: vehicle 0%, 10 µM genistein 100%; Potency, µM (titrated, usually from 46.1 µM), inactives show at the top dose activation, actives largely listed as activators; 380,000 tested, 1.1% active; note: potency is the fitted concentration of half-maximal effect; nearly all actives have a fitted effect of over 80% in size; some results filed as inactive show a strong effect at the top dose
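MCF7 cells carrying a BRCA1-firefly luciferase reporter (2000 cells/well, phenol-red free MEM) were attached for 2 h at 37 °C, then given compounds for 48 h. Luminescence was read 15 min after luciferase reagent; activity normalized to genistein (10 microM) and DMSO.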
TCR activator = activates T cell receptor signaling. AID 504894. primary human leukocytes, anti-CD3, IL-2 HTRF, 48 h. 330,000 tested, under 10 active. Potency, µM (top dose mostly 9.22 µM), for inactives: at the highest dose activation of IL-2 secretion, most hits filed as activators; note: % of control where 0% means no effect
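Activity was scored as IL-2 release from primary human leukocytes given only a TCR signal (a-CD3 beads) plus compound for 48 hr. Detection used a two-antibody HTRF format read at 665nm.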
* marks the source's active call; other numbers are inactive results; ? = inconclusive; / = no result given; & = joins results of further samples; [ ] = another dose, or the depositor's remark. Unless noted, calls come from the whole dose curve; as a rule, active = well fitted curve in the direction sought with a large enough effect; inconclusive = small, poorly fitted or top-dose-only effect, or another doubt; inactive = no such curve, though single readings can be large; an effect the other way counts as inactive or inconclusive. The list is partial; the hit share may differ from the screen's.

Each structure is followed by: TRPV1 agonist, p53 reactivation, AT treatment, TSG101-PTAP inh, ELG1 DNA repair, B2AR arrestin, MLL CXXC-DNA inh, a7 integrin act, BRCA1 expr act, TCR activator
- Cc1c(C)c2ccc(OCC(=O)N3C[C@H]4C[C@@H](C3)c3cccc(=O)n3C4)cc2oc1=O
    -4, /, -8%, -7%, ?, -0.7%, -3%, 26%, -9%, -1%
- CC(N)Cc1c[nH]c2ccc(OCc3cccs3)cc12 (stereo unspecified)
    /, /, /, 1%, /, /, 32%[activator], /, -35%, 8%
- CN(C)C(=O)Oc1ccc([N+](=O)[O-])cc1
    ?, 7%, 0%, -2%, -17%, -0.3%, 2%, 4%, 12%, 3%
- COc1ccc(CNCCc2ccc(Cl)cc2Cl)cc1
    -1, 7%, 2%, 0%, -18%, -0.3%, 5%, 15%, 2%, /
- Cc1ccc(S(=O)(=O)n2[nH]c(=O)cc2NC(=O)c2cccs2)cc1
    1, 3%, -1%, /, 0%, 0.4%, ?, /, /, /
- COc1cccc(CNc2ccc(S(N)(=O)=O)cc2)c1OCc1ccccc1F
    0, -9%, 6%, 0%, ?, -0.3%, 14%, 3%, -22%, 0%[46.1 µM]
- Cc1nonc1-c1nc(-c2nonc2N)n[nH]1
    1, 5%, 5%, 0%, 1%, -1.5%, 13%, -5%, 1%, 4%
- OC(CN1CC=C(c2ccccc2)CC1)c1ccccc1 (stereo unspecified)
    3, 10%, 2%, 0%, 10%, -0.2%, 0%, -20%, 21%, 8%
- CNCCc1ccc(O)c(O)c1
    /, /, /, 1%, /, /, -1%, /, /, 0%
- CCN(CC)CCN=Cc1c(O)n(CCC2=CCCCC2)c(=O)[nH]c1=O
    -3, 3%, 1%, -2%, 3%, 0.0%, 9%, 2%, -33%, -4%
- NC(=O)Cn1cc(C(=O)c2ccccc2)c2ccccc21
    0, 3%, 1%, 1%, -5%, -0.4%, -1%, 0%, -4%, -1%
- COc1ccccc1CN1CCCC(C(=O)c2ccccc2OC)C1 (stereo unspecified)
    6, -37%[inhibitor], 4%, -2%, -12%, 0.1%, -8%, -52%[inhibitor], -5%, -3%
- COc1ccc(NC(=O)CN2C3CCC2CC(O)(c2cccnc2)C3)cc1OC (stereo unspecified)
    /, 0%, 6%, -2%, -29%, -0.9%, 2%, 17%, -2%, 3%
- C=CCN1CC[C@@]2(C)c3cc(O)ccc3CC1[C@@H]2C
    0, 4%, 11%, 4%, 7%, 0.4%, -11%&5%, /, 8%, -4%
- CCOC(=O)C1CCN(C(C)C(=O)c2c[nH]c3ccccc23)CC1 (stereo unspecified)
    1, 2%, 14%, -5%, 1%, 0.7%, 4%, 13%, -1%, -1%
- CN1C(=O)C(C2c3ccccc3C(=O)N2Cc2ccccc2)C(=O)N(C)C1=O (stereo unspecified)
    0, -2%, 3%, 0%, 8%, 0.0%, -2%, 5%, -6%, 3%
- O=C(NN=Cc1ccc(N(CCCl)CCCl)cc1)c1cc(=O)[nH]c(=O)[nH]1
    /, /, /, -4%, /, /, /, 10%, -33%, -1%
- CCN1CCN(Cc2cc(Br)ccc2O)CC1
    -1, -2%, 2%, -4%, -3%, 0.0%, 2%, -11%, 1%, /
- COc1ccc(CC(=O)C2C(=O)N(C)c3ccccc32)cc1OC (stereo unspecified)
    /, /, /, -4%, /, /, /, 23%, -15%, 1%
- COC(=O)C1=C(c2ccc(F)cc2OCc2ccccc2)C[C@@H]2CC[C@H]1N2C(=O)NCC1CC1
    24, -10%, 19%, -1%, -17%, -1.0%, /, 0%, 0%, -1%
- O=C(Nc1ccccc1)N1CC2CC(C1)c1cccc(=O)n1C2 (stereo unspecified)
    2, 0%, -3%, 0%, ?, 0.5%, 26%, 15%, -1%, 4%
- O=C1C2CCCN2C(c2ccc(Cl)c(Cl)c2)N1c1ccccn1 (stereo unspecified)
    27, 4%, 1%, -4%, 3%, 0.2%, 2%, 3%, 0%, 0%[46.1 µM]
- C=C1C2C[C@@]3([C@@H]1O)[C@@H](C[C@@H]2O)[C@@]12C4[C@@H]3C[C@@H]1[C@@](C)(CC[C@@H]2O)CN4CC
    -1, 6%, -9%, -2%, ?, -0.2%, /, /, -21%, -7%
- O=C(Nc1cccc(Cl)c1)OCC#CCN1CCCC1
    /, /, /, 0%, /, /, /, -15%, 40%, 1%
- Cc1ccccc1NC(=O)Cc1nc(COC(=O)Cc2ccccc2)cs1
    0, 8%, -14%, -3%, 19%, 0.2%, /, 25%, 4%, 2%
- O=c1c(/C=N/N2CCOCC2)c(O)n(-c2ccccc2)c(=S)n1-c1ccccc1
    -4, -3%, 7%, -2%, 19%, 0.2%, -15%, -2%, -17%, 3%[46.1 µM]
- COC(=O)C1=C(c2ccc(C(C)=O)cc2)C[C@@H]2CC[C@H]1N2C(=O)NC1CC1
    -1, -10%, 15%, -1%, 30%, -0.1%, /, -18%, -9%, -1%
- CCCCN1C(=O)/C(=C\c2ccco2)C(=O)N(CCc2ccccc2)C1=O
    -1, 1%, -1%, -6%, 8%, 0.5%, ?, 22%, 25%, /
- O=C1NC(=O)N(Cc2cccs2)C(=O)/C1=C/c1ccc(N2CCOCC2)cc1
    -3, 1%, -1%, -2%, -18%, -0.1%, -9%, 3%, /, /
- O=C(Nc1ccccc1OC(=O)N1CCCCC1)N1CCCCC1
    -4, 0%, 1%, -11%, 15%, -0.8%, -5%, -13%, 8%, -4%
- C=CCN1CCc2cccc3c2[C@H]1Cc1ccc(O)c(O)c1-3
    -4, /, 10%, -4%, -4%, -0.2%, 4%, -31%[inhibitor], -39%, 5%
- CCOc1ccc(-c2cc(C(=O)N3CCC4(CC3)OCCO4)c3ccccc3n2)cc1
    /, /, /, -11%, /, /, /, -11%, -2%, 0%
- COC(=O)C(NC(=S)N1CC2C[C@@H](C1)Cn1c2cccc1=O)C(C)C (stereo partly specified)
    -1, 1%, -8%, -2%, 0%, -0.2%, 10%, 18%, -7%, -12%
- CC1CCCC(C)N1C(=O)CSc1nc2c(c(=O)n(C)c(=O)n2C)n1C (stereo unspecified)
    0, -1%, -4%, 0%, -5%, 3.2%, 40%[activator], 5%, -6%, 5%
- Cc1nc2ccccc2c(=O)n1-c1cc(F)ccc1F
    4, -4%, 4%, 0%, 1%, -0.1%, 1%, -15%, -2%, 10%
- Cc1cc(C(=O)OCC(=O)Nc2ccc(F)cc2F)c(C)n1C1CC1
    16, 17%, -5%, 1%, -10%, 0.0%, /, 33%, 0%, -3%
- COP(=O)(OC)C(Nc1ccc([N+](=O)[O-])cc1)c1ccccc1 (stereo unspecified)
    -2, -3%, -4%, -2%, -10%, -0.2%, -2%, ?, -9%, 6%
- O=C(c1ccc(Cl)cc1)C1CCCN(Cc2cccc3ncccc23)C1 (stereo unspecified)
    -4, 0%, 18%, 0%, 23%, -0.5%, 4%, -53%[inhibitor], -28%, 1%
- COC(=O)C1=C(C(=O)OC)C2OC1c1cc3ccccc3cc12
    /, /, /, -4%, /, /, /, -56%[inhibitor], -86%[inhibitor], -4%
- CC(C(=O)c1c[nH]c2ccccc12)N1CCc2ccccc2C1 (stereo unspecified)
    4, 2%, 3%, -1%, ?, 0.4%, 7%, -15%, -31%, -3%
- CC/C(=N\NC(=O)c1ccccc1)c1c(O)n(C2CCCCC2)c(=O)[nH]c1=O
    29, ?, 1%, -6%, ?, -0.2%, 10%, 16%, 23%, -11%
- Cn1cc(C(=O)N2CCOCC2)c2ccccc21
    -2, -2%, 13%, 0%, 5%, -0.1%, 1%, ?, 0%, 4%
- O=C1/C(=C/c2cccnc2)SC(=NCc2ccccc2)N1Cc1ccccc1
    ?, 14%, 16%, 1%, ?, 0.2%, 4%, -24%, 2%, -10%
- CN1CCC2(CC1)NC(=O)c1ccccc1N2
    0, 1%, 7%, -4%, 9%, -0.1%, 5%, -13%, 5%, 2%
- O=C1NC(=S)N(c2ccc(Br)cc2)C(=O)/C1=C/N1CCN(C(=O)c2ccco2)CC1
    3, 16%, 1%, -2%, -11%, 0.1%, 29%, 0%, -21%, 3%
- C[C@H]1C/C=C/[C@H]2[C@H](O)[C@H](C)[C@@](C)(O)[C@H]3[C@H](Cc4ccccc4)NC(=O)[C@]32[C@H](O)/C=C/[C@](C)(O)C1
    /, /, /, -2%, /, /, /, -40%, -36%, 1%
- CN1CCN(c2ccc(/C=C3\C(=O)NC(=S)N(c4cccc(Br)c4)C3=O)o2)CC1
    20, 15%, -3%, ?, -3%, -1.1%, ?, 0%, -53%, 5%[46.1 µM]
- CN(C)c1ccc(P(=S)(N(C)C)N(C)C)cc1
    0, -3%, 0%, -4%, -7%, -0.9%, -7%, 6%[7.66 µM], -9%, /
- CN1CCN(Cc2cc3c(cc2[N+](=O)[O-])OCO3)CC1
    4, -2%, 3%, -5%, 0%, 0.2%, -8%, 0%, 5%, -5%
- CN(c1ccccc1)P(=O)(N1CC1)N1CC1
    /, /, /, -3%, /, /, /, 6%, -2%, 5%

Screening results as filed in PubChem BioAssay.
